Source: PubChem (Southern Research Specialized Biocontainment Screening Center)
influenza NS1A = NS1A inhibition, H1N1 influenza, cell based functional assay (AID 504329) | inhibition, % at 12.5 µM, or IC50 in µM where a hit was titrated | hit rate 0.3% among 340,000 | NS1A functional cell-based assay, percent inhibition; higher % means a stronger effect; in the data active means a potency from the dose series; inconclusive means inhibition above about 27% without an active follow-up result; further: strong numbers were not always called active
M. tuberculosis HTS = M. tuberculosis growth inhibition, HTS (AID 449762); M. tuberculosis H37Rv growth inhibition, 7H9 media; higher % means a stronger effect; inhibition, % at 25 µM; hits with a dose series show IC50 in µM; hit rate 0.59% among 330,000; in the data active means a potency from the dose series; inconclusive means inhibition above about 70% without an active follow-up result;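 further: bacterial growth assessed after seven days of incubation; strong numbers were not always called active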
PhoP GFP inhibition = Inhibition of PhoP regulon, Salmonella typhi GFP reporter cells, confirmation, 4 h (AID 1850); Salmonella Typhi PhoP-promoter GFP reporter, fluorescence, 4 h; higher % means a stronger effect; inhibition, % at 50 µM, or IC50 in µM where a hit was titrated; hit rate 0.33% among 310,000; in the data active means a potency from the dose series; inconclusive means inhibition mostly from about 25% at the one dose, without a potency; inactive means the rest, 99 in 100 with inhibition below about 19%;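 further: 0% = induced wells with vehicle and 100% = uninduced wells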
tuberculosis growth = growth inhibition of non-replicating M. tuberculosis (AID 488890); Mycobacterium tuberculosis non-replicating, growth inhibition; higher % means a stronger effect; inhibition, % at 25 µM, or IC50 in µM where a hit was titrated; hit rate 0.39% among 320,000; in the data active means a potency from the dose series; inconclusive means inhibition mostly from about 82% at the one dose, without a potency; inactive means the rest, 99 in 100 with inhibition below about 76%;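 further: plate controls were DMSO cells for no effect and high antibiotic wells for full effect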
inhibitors of VEEV = inhibitors of VEEV TC-83 cytopathic effect, confirmation, Vero cells (AID 588727) | Vero cells, VEEV TC-83 cytopathic effect inhibition; higher % means a stronger effect | hit rate 0.13% among 350,000 | inhibition, % at 20 µM, or IC50 in µM where a hit was titrated; in the data active means a potency from the dose series; inconclusive means inhibition mostly from about 14% at the one dose, without a potency; inactive means the rest, 99 in 100 with inhibition below about 12%; further: strong numbers were not always called active
inhibitors of VEEV 10K pilot screen = second read-out of inhibitors of VEEV, no call of its own (marks repeat the call); inhibition, %; measured here: 10K pilot screen inhibition
Active calls of the source: *; i = inactive; u = inconclusive; x = not tested or not shown.

SMILES	influenza NS1A	M. tuberculosis HTS	PhoP GFP inhibition	tuberculosis growth	inhibitors of VEEV	others
COC(C[C@@H]1O[C@@H]1[C@H](O)COCc1ccccc1)OC	-2%	-11%	x	-17%	7.4%
COc1ccc(-c2[nH]ncc2CN2CCC(OCc3ccccc3)CC2)c(F)c1	-17%	0%	-6%	10%	0.8%	inhibitors of VEEV 10K pilot screen=0.7
CCN(CC)S(=O)(=O)c1ccc(C(=O)NCC2(N3CCOCC3)CCCCC2)cc1	-9%	3%	x	13%	0.4%
O=c1nc(N2CCOCC2)nc(N/N=C/c2ccc3c(c2)OCO3)[nH]1	-3%	1%	6%	-3%	i
NS(=O)(=O)c1ccc(CCNS(=O)(=O)Cc2ccc(Cl)cc2)cc1	-26%	16%	-3%	10%	0.6%
COc1ccc(C(C(=O)NCc2ccccc2)N(C(=O)c2snc(C(N)=O)c2N)C2CCCC2)cc1 (configuration not stated)	-3%	7%	4%	43%	i
O=C1NC2(CCSC2)C(=O)N1CC(=O)N(Cc1ccccc1)C1CCS(=O)(=O)C1 (configuration not stated)	-5%	7%	15%	-14%	0.7%
COCCN(C(=O)c1ccccc1Oc1ccccc1)c1c(N)n(CC(C)C)c(=O)[nH]c1=O	-4%	-13%	x	24%	1.6%
Cc1ccc(C(=O)Nc2ncccc2C)cc1S(=O)(=O)N1CCCCC1	-3%	-7%	0%	5%	1.1%
CC(=O)N1CCOc2ccc(S(=O)(=O)N(C)c3ccc(C)cc3)cc21	5%	-5%	-8%	1%	1.2%
COc1ccccc1CCNC(=O)CSc1nnc2ccc(-c3cccnc3)nn12	-4%	6%	-2%	-11%	i
O=C(NC(=S)Nc1ccc(S(=O)(=O)Nc2nccs2)cc1)c1cccc(F)c1	3%	10%	10%	74%	0.3%
O=C(NC1CCCCNC1=O)c1ccc(Cl)cc1 (configuration not stated)	1%	-1%	2%	-4%	1.6%
CN(C(=O)NC1CC(=O)N(c2ccc3c(c2)OCCO3)C1)c1ccccc1 (configuration not stated)	0%	-5%	-7%	-5%	6.8%
COc1ccc(C(=O)N2CCCC(c3nc(-c4cccs4)no3)C2)cc1OC (configuration not stated)	7%	-1%	-2%	3%	2.2%
COc1ccccc1/C=C/C=N/n1c(-c2ccc(Cl)cc2Cl)n[nH]c1=S	-8%	1%	-4%	-36%	0.4%
O=C(Nc1sc2c(c1C(=O)O)CCCC2)c1ccccc1Cl	3%	11%	-7%	46%	0.8%
CCOC(=O)N1CCN(C(=O)Cn2cnc3ccccc3c2=O)CC1	-3%	-3%	-5%	-5%	1.6%	inhibitors of VEEV 10K pilot screen=0.6
c1ccc(OCc2nnc3n2CCCCC3)cc1	12%	0%	15%	3%	0.1%
CS(=O)(=O)N1CCCC(C(=O)NCc2cccs2)C1 (configuration not stated)	-4%	3%	-7%	-17%	1.0%

Quoted at random: 3 records from the list
SMILES	influenza NS1A	M. tuberculosis HTS	PhoP GFP inhibition	tuberculosis growth	inhibitors of VEEV	others
O=c1nc(N2CCOCC2)nc(N/N=C/c2ccc3c(c2)OCO3)[nH]1	-3%	1%	6%	-3%	i
c1ccc(OCc2nnc3n2CCCCC3)cc1	12%	0%	15%	3%	0.1%
CN(C(=O)NC1CC(=O)N(c2ccc3c(c2)OCCO3)C1)c1ccccc1 (configuration not stated)	0%	-5%	-7%	-5%	6.8%

(more compounds)
SMILES	influenza NS1A	M. tuberculosis HTS	PhoP GFP inhibition	tuberculosis growth	inhibitors of VEEV	others
CC(C)(C)c1ccc(C(=O)N/C(=C\c2cccs2)C(=O)NCc2ccco2)cc1	16%	15%	1%	36%	3.6%
CCC(C)C(=O)Nc1nccs1 (configuration not stated)	-10%	-6%	-3%	1%	2.0%
C=CCn1cnnc1SCC(=O)NCC1COc2ccccc2O1 (configuration not stated)	0%	x	x	x	0.2%
COc1ccc2oc(C(=O)OCC(=O)Nc3ccccc3OC)c(C)c2c1	-8%	5%	2%	-2%	2.7%
O=C1CCC(C(=O)N2CCCCO2)CN1Cc1cccc(C(F)(F)F)c1 (configuration not stated)	-5%	5%	-2%	23%	4.0%
Cc1cc(NS(=O)(=O)c2ccccc2)n(-c2ccccc2)n1	8%	-8%	-5%	-12%	6.9%
Cn1c(C(=O)N(Cc2ccccc2)Cc2ccccn2)cc2sccc21	7%	-2%	0%	23%	i
CCOc1cc(/C=N/NC(=O)c2cccnc2)ccc1OCC(=O)N(C)C	9%	-4%	0%	-7%	1.5%
COP(=O)(OC)Oc1ccc(C(O)C(Cl)(Cl)Cl)cc1 (configuration not stated)	2%	1%	1%	-4%	i
CCOc1ccc(/C=C2\SC(=S)N(Nc3ccccc3)C2=O)cc1OC	-4%	-6%	-2%	10%	0.2%
CCCC1=NN(C(=O)Cc2ccc(OC)cc2)C(O)(C(F)(F)F)C1 (configuration not stated)	-2%	-4%	-6%	59%	0.0%
O=C(c1ccccc1NS(=O)(=O)c1ccccc1)N1CCCCCC1	4%	0%	4%	-4%	0.1%
Cc1cc(C)c(OCC(=O)NCC(C)(C)N2CCOCC2)c(C)c1	-8%	-5%	2%	5%	3.6%
NNC(=O)C1CC1c1ccc(Cl)cc1 (configuration not stated)	-4%	4%	-17%	-3%	i
COCCNC(=O)c1cn(C)c2ccc(S(=O)(=O)N3CCCCC3)cc2c1=O	0%	1%	3%	-17%	4.2%
CCOC(=O)c1c(NC(=O)COC(=O)c2cnccn2)sc(C(=O)NC)c1C	-3%	-5%	-5%	-7%	0.6%
Cc1csc(C(C#N)C(=O)c2ccc(S(=O)(=O)N3CCCC3)cc2)n1 (configuration not stated)	-7%	3%	-2%	11%	0.9%
Cc1ccc(-c2cc(=O)[nH][nH]2)c(C)c1	-4%	-7%	-7%	21%	i
COc1cc(CN2CCCC(N3CCN(c4ccccc4C)CC3)C2)ccc1O (configuration not stated)	22%	2%	3%	44%	i
CC[C@H](OC(C)=O)C(C[C@H](C)N(C)C)(c1ccccc1)c1ccccc1	2%	-6%	x	27%	1.0%

Compounds from the list above containing fluorine:
SMILES	influenza NS1A	M. tuberculosis HTS	PhoP GFP inhibition	tuberculosis growth	inhibitors of VEEV	others
COc1ccc(-c2[nH]ncc2CN2CCC(OCc3ccccc3)CC2)c(F)c1	-17%	0%	-6%	10%	0.8%	inhibitors of VEEV 10K pilot screen=0.7
O=C(NC(=S)Nc1ccc(S(=O)(=O)Nc2nccs2)cc1)c1cccc(F)c1	3%	10%	10%	74%	0.3%
O=C1CCC(C(=O)N2CCCCO2)CN1Cc1cccc(C(F)(F)F)c1 (configuration not stated)	-5%	5%	-2%	23%	4.0%
CCCC1=NN(C(=O)Cc2ccc(OC)cc2)C(O)(C(F)(F)F)C1 (configuration not stated)	-2%	-4%	-6%	59%	0.0%

Next part.
SMILES	influenza NS1A	M. tuberculosis HTS	PhoP GFP inhibition	tuberculosis growth	inhibitors of VEEV	others
CN(C)/C=C/c1c([N+](=O)[O-])c2ccc(O)cc2n1-c1ccccc1	0%	-9%	-7%	46%	2.0%
COc1ccc(S(=O)(=O)Nc2nc3c(s2)C(=O)CC(C)(C)C3)cc1	-14%	-4%	6%	19%	i
COc1ccc(/C=C/C(=O)NCC(=O)N/N=C(/CCC(=O)O)c2ccccc2)cc1	-9%	-1%	5%	12%	i
CC(=O)c1ccc(N2CCN(CC(=O)NCc3ccccc3)CC2)cc1	-7%	5%	1%	-5%	i
C=CCN1CCN(C(=O)CCCc2ccccc2)CC1	-1%	-1%	1%	-5%	i
NCCNc1cc(N2CCCC2)ccc1[N+](=O)[O-]	3%	10%	-6%	41%	2.0%
CC(C)c1ccc(NC(=O)c2cc3c(=O)n(C)c4ccccc4c3n2C)cc1	-1%	-2%	2%	-4%	8.4%
CC(C)Oc1ccc(S(=O)(=O)N2CCOCC2)cc1NC(=O)C1CCC1	-2%	-7%	8%	-2%	5.1%
Cc1ccc(NNC(=O)c2c(C)noc2C)cc1Cl	-27%	u	-9%	29%	2.8%
Cc1cccc(OC(=O)C2C(c3ccccc3)C(C(=O)O)C2c2ccccc2)c1 (configuration not stated)	-25%	5%	2%	13%	0.0%
CCN(CC)CCn1c(SCC(=O)Nc2ccc3c(c2)CCC3)nc2ccccc2c1=O	-7%	32%	x	64%	9.9%
CCCCCCC1/C(=N\NC(=O)c2ccccc2)CCC1C(=O)OC (configuration not stated)	19%	7%	0%	35%	i
CC(C)C(=O)NCCc1nc(-c2ccccc2)no1	4%	-8%	-9%	-8%	1.5%
Cc1ccc(S(=O)(=O)NCC(=O)OC(C)C(=O)NC(=O)NC2CCCCC2)cc1C (configuration not stated)	-7%	-16%	x	-7%	1.7%
COc1ccc(NC(=O)CSc2nnc(-c3cccnc3)o2)cc1	6%	-10%	7%	10%	0.8%
COc1ccc(N/C(=C(/C(Cl)=C(Cl)Cl)[N+](=O)[O-])n2nnc3ccccc32)cc1	x	-6%	-8%	6%	x
N#CCN(CC#N)C(=O)C1c2ccccc2Oc2ccccc21	-12%	-4%	-22%	-7%	0.2%
CCOc1cc(NC(=O)c2cccs2)c(OCC)cc1NC(=O)c1ccccn1	4%	2%	-2%	18%	i
Cc1cc(C)cc(NC(=O)COC(=O)CC2CCCC2)c1	-7%	7%	x	i	0.2%
Cc1ccccc1OCCC(=O)OCC(=O)NC1CC1	-14%	-5%	11%	37%	0.1%
COc1ccccc1C(=O)NC(C)c1cccc2ccccc12 (configuration not stated)	-2%	-3%	-3%	36%	2.2%
Cc1cc([N+](=O)[O-])ccc1NC(=O)c1csc(C)c1C	-3%	11%	-6%	-4%	2.9%
CCc1ccc(NC(=O)N2CCN(c3ccc(F)cc3)CC2)cc1	-11%	x	x	x	i
COc1cccc(CC(=O)Nc2ncc(C)s2)c1	-9%	0%	-2%	-16%	i
Cc1cc(C)n2nc(C(=O)Nc3cccc(S(=O)(=O)N4CCOCC4)c3)nc2n1	-9%	x	x	x	2.5%
O=C(Nc1ccccc1)N1CCSc2cc(Cl)ccc21	-7%	6%	6%	6%	0.3%
CCCCN(C)C(=O)c1cccc(OC2CCN(CC(C)(C)C)CC2)c1	1%	-4%	-1%	5%	i
C/C(=C\C(=S)Nc1ccccc1)Nc1cccc2ccccc12	-3%	64%	2%	63%	0.6%
COc1cccc(-n2nnnc2SCC(=O)NCCc2ccc(OC)c(OC)c2)c1	-4%	0%	4%	-1%	0.8%
CC(=O)c1cccc(N=Cc2c(O)c3ccccc3oc2=O)c1	20%	7%	-6%	60%	8.9%
C(=C\c1nc(-c2cccnc2)no1)/c1ccccc1	-6%	8%	9%	12%	3.3%
COC(=O)c1ccc(Sc2ccccc2NS(=O)(=O)c2ccc(NC(C)=O)cc2)nc1	-2%	-17%	-1%	2%	4.9%
CC(C)(C)NC(=O)C1CC(=O)OC12CCOC(C)(C)C2 (configuration not stated)	-10%	-2%	8%	1%	i
Cc1cc(C)n(CC(C)O)c(=O)c1C#N (configuration not stated)	3%	-1%	8%	-12%	1.9%
COc1ccc(Nc2nnc(Cc3ccccc3)c(=O)[nH]2)c(OC)c1	-15%	12%	-8%	10%	8.4%
O=C(COC(=O)c1cc(-c2cccs2)nc2ccccc12)NC1CCS(=O)(=O)C1 (configuration not stated)	-11%	7%	17%	3%	1.3%
O=S(=O)(Nc1ccc(-c2ccc3nncn3n2)cc1)c1ccccc1F	-5%	-2%	-4%	-2%	9.2%
CCOC(=O)c1cc2c(=O)n3ccccc3nc2n(Cc2ccc(Cl)cc2)c1=N	0%	x	x	x	i
CC(C)(C)[C@]1(O)C[C@@H]2OC(=O)C[C@@]23C(=O)O[C@@H]2OC(=O)[C@@H](O)C213 (some centres not stated)	-8%	0%	x	x	i	inhibitors of VEEV 10K pilot screen=0.0
COc1cc(CN2CCNCC2)cc(OC)c1OC	1%	1%	-5%	x	0.8%
CCOc1ccc(-c2csc(NC(=O)c3ccc(S(=O)(=O)N4CCc5ccccc5C4)cc3)n2)cc1	-4%	7%	-1%	-3%	0.2%
COc1cc(CO)cc(-c2cc(CO)cc(OC)c2OC)c1OC	-15%	-4%	3%	5%	0.7%
NC(=NCCc1c[nH]c2ccccc12)NC(=O)c1ccc(Cl)cc1	5%	14%	7%	18%	2.7%
CCOC(=O)c1cnc(Nc2nc3ccccc3o2)nc1CN1CCN(C)CC1	27%	x	-6%	x	3.7%
CCCCCCCN1C2=NCCCN2c2ccccc21	-1%	8%	-5%	50%	i
Cc1ccc(NC2=C(Cl)C(=O)OC2OC(=O)c2ccccc2C)cc1 (configuration not stated)	2%	x	x	x	10%
CCOC(=O)c1ccc(OCCOc2cccc(C)c2)cc1	-8%	5%	-6%	75%	0.0%
CC(C(=O)c1c[nH]c2ccccc12)N1CCOCC1 (configuration not stated)	2%	0%	6%	-5%	i
